# Source: PubChem BioAssay
# aSyn yeast rescue – qHTS of alpha-syn Inhibitors: NCGC Sytravon Library Screen; Potency, µM (series often up to 46.1 µM), inactives show top-dose growth rescue (activation), hits mostly activators; hit rate 0.02% among 94,000; S. cerevisiae alpha-synuclein toxicity rescue, BacTiter-Glo growth, 24 h; active means well fitted activation curve with a large enough effect; further: 0% is about no effect
#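 Growth restoration measured by BacTiter-Glo luminescence after 24 hr at 30 deg C; alpha-synuclein yeast, raffinose-pregrown to mid-log, were added at OD600=0.02 in galactose medium onto pinned compounds.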
# An asterisk follows results filed as active; [ ] = another dose, or the depositor's remark. Potency means the concentration at half of the fitted maximal effect. This is a subset; rates above refer to the full screens.
item	SMILES	aSyn yeast rescue
1	CN(C)CCCN(Cc1cc2cc3c(cc2[nH]c1=O)OCO3)C(=S)Nc1cccc(Cl)c1	-4%
2	COc1ccc(/C=N/NC(=O)CC(=O)NC2CCCCC2)cc1	-10%
3	CCCCCSc1nnc2c(n1)OC(C)N(C(C)=O)c1ccccc1-2 (stereo unspecified)	-8%
4	COc1ccc(C)cc1NC(=O)CSc1nc2ccccc2nc1N1CCOCC1	20%
5	Cc1ccc(NC(=O)c2nnn(CC(=O)Nc3ccc(C)c(Cl)c3)c2N)c(C)c1	-4%
6	CCn1c(CNC(=O)C23CC4CC(CC(C4)C2)C3)nnc1SCC(=O)Nc1nnc(C)s1	8%
7	CCCN1CCN(CCCNC(=O)c2c(C)nn(-c3ccc(F)cc3)c2-n2cccc2)CC1	6%
8	CCOC(=O)c1cnc2ccc(Br)cc2c1NCCN1CCOCC1	-4%
9	CCN(C(=O)C1CCN(S(=O)(=O)c2cc(Br)cc3c2N(C(C)=O)CC3)CC1)c1cccc(C)c1	4%
10	Cc1ccccc1-c1nn2c(=O)cc(CN3CCN(C(=O)c4ccccc4Br)CC3)nc2s1	-12%
11	Cc1nc2ccc(S(=O)(=O)CCC(=O)Nc3ccc(Cl)cc3)cc2s1	3%
12	COC(=O)/C(=N\Nc1ccc(Cl)cc1)Sc1nnc(-c2ccc(OC)cc2)n1C	-6%
13	COc1ccc(N(Cc2ccccc2)S(=O)(=O)c2ccc(C)cc2)cc1	-3%
14	CC(=O)N1CCc2cc(C(=O)CN3CCCCC3)ccc21	1%
15	Cc1ccc(C(=O)NCCCNC(=O)COc2ccccc2Cl)cn1	8%
16	COc1ccc(NC(=O)C2CCN(S(=O)(=O)c3ccc4[nH]c(=O)ccc4c3)CC2)cc1Cl	-2%
17	COc1ccc(CCN2C(=O)c3oc4ccc(F)cc4c(=O)c3C2c2ccc(C(C)(C)C)cc2)cc1 (stereo unspecified)	-3%
18	O=[N+]([O-])c1ccc2nc(SCc3cn4cccnc4n3)[nH]c2c1	7%
19	O=C(CCC1N=C2c3ccccc3N=C(SCc3ccccc3F)N2C1=O)NCc1ccc(F)cc1 (stereo unspecified)	-2%
20	O=C(Cn1c(=O)n(-c2ccccc2)c(=O)c2c3c(sc21)CCCC3)Nc1ccc(F)cc1F	1%

# Shown field by field: part of the list above
5	Cc1ccc(NC(=O)c2nnn(CC(=O)Nc3ccc(C)c(Cl)c3)c2N)c(C)c1
  aSyn yeast rescue = -4%

6	CCn1c(CNC(=O)C23CC4CC(CC(C4)C2)C3)nnc1SCC(=O)Nc1nnc(C)s1
  aSyn yeast rescue = 8%

# Along the list, from the results shown:
# Entries 9–15 in aSyn yeast rescue: 4%, -12%, 3%, -6%, -3%, 1%, 8%

# Further entries follow:
item	SMILES	aSyn yeast rescue
21	CCc1ccccc1NC(=O)c1ccc2[nH]c(C)c(C)c2c1	-9%
22	COc1cccc(CNC(=O)c2ccc3c(=O)n4nc(Nc5ccccc5)sc4nc3c2)c1	1%
23	Cc1ccc(NC(=O)Cc2ccc3c(c2)OCCO3)cc1S(=O)(=O)N1CCCCC1	0%
24	CCN(CC(=O)Nc1cc(Cl)ccc1C)C(=O)c1ccc2c(=O)n3c(nc2c1)CCC3	-6%
25	O=C(CC1SC(N2CCCC2)=NC1=O)Nc1ccc(C(=O)NCc2ccc(F)cc2)cc1 (stereo unspecified)	5%
26	CCn1cc2nc(SCC(=O)Nc3ccccc3C(F)(F)F)n(Cc3ccc(C)cc3)c(=O)c2n1	1%
27	O=C(NCCCN1CCOCC1)C(=O)N/N=C/c1ccc2c(c1)OCO2	-4%
28	Cc1cc(C)cc(OCCSc2nc3ccc(NC(=O)COc4ccccc4)cc3s2)c1	3%
29	Cc1ccc(C)c(OCCC(=O)OCC(=O)N2CCN(S(=O)(=O)c3ccc(Cl)cc3)CC2)c1	11%
30	Cc1ccc(-c2nn3c(-c4ccccc4)nnc3c3ccccc23)cc1	4%
31	O=C(Nc1ccc2nc(SCc3ccccc3)sc2c1)c1cccc(F)c1	2%
32	Cc1ccc(-c2nnc3c4ccccc4c(C)nn23)cc1NC(=O)c1ccccc1	1%
33	CCc1ccc(NC(=O)CSC2=Nc3ccccc3C3=NC(CC(=O)NC4CCCCC4)C(=O)N23)cc1 (stereo unspecified)	-4%
34	Cn1nc(C(F)(F)F)c2cc(C(=O)Nc3ccc(F)cc3)sc21	3%
35	Cc1ccc(NC(=O)CSc2n[nH]c(-c3cccnc3)n2)c(Br)c1	14%
36	COCCNC(=O)C(c1ccc(F)cc1)N(Cc1cccs1)C(=O)CCC(=O)Nc1ccccn1 (stereo unspecified)	7%
37	CCOc1ccc(NC(=O)CC2C(=O)N(c3ccccc3)C(=O)N2CCc2sccc2C)cc1 (stereo unspecified)	16%
38	CCc1nn(CC(=O)NCCCN2CCCC2=O)c(=O)c2cc3sccc3n12	0%
39	CCCCCN(C(=O)CCC(=O)OCC(=O)N(CC)C1CCCCC1)c1c(N)n(CCCC)c(=O)[nH]c1=O	3%
40	CCn1c(O)c(N=N)c2ccccc21	10%

# (continued)
item	SMILES	aSyn yeast rescue
41	COC(=O)/C=C1/SC(=NC(=O)c2ccccc2)NC1=O	6%
42	COc1cccc(Cc2nc3ccccc3nc2SCC(=O)Nc2cccc(C)c2)c1	21%
43	Cc1c(Cl)cccc1NC(=O)c1cc(S(=O)(=O)N2CCOCC2)cn1C	-6%
44	CC(NC(=O)Cc1ccc([N+](=O)[O-])cc1)c1ccc2c(c1)OCO2 (stereo unspecified)	10%
45	O=C(NCCN1CCN(C(=O)c2ccccc2Cl)CC1)C(=O)NCc1ccccc1	3%
46	O=C(CSc1n[nH]c(-c2cccnc2)n1)Nc1ccccc1[N+](=O)[O-]	-3%
47	CCC(C)NC(=O)CCSc1ccc(C)cc1 (stereo unspecified)	1%
48	COc1ccc(CCN2C(=O)NC(NS(=O)(=O)c3ccc(Cl)cc3)(C(F)(F)F)C2=O)cc1OC (stereo unspecified)	7%
49	C[C@@H]1CN([C@@H](C)CO)C(=O)c2cc(Br)cnc2O[C@@H]1CN(C)S(=O)(=O)c1ccc(F)cc1	5%
50	CCc1cccc(NC(=O)c2cc3c(=O)n(Cc4ccccc4)ccc3nc2C)c1	1%
51	COC(=O)c1scc(C)c1NS(=O)(=O)c1ccc(NC(C)=O)cc1	4%
52	O=C(Nc1cccc(-c2ccc(N3CCCCC3)nn2)c1)c1ccco1	-12%
53	CCOC(=O)c1sc(NC(=S)NC(=O)C23CC4CC(CC(C4)C2)C3)cc1C	2%
54	CCOc1ccc(NC(=O)CN(C)C(=O)CSc2ccccc2)cc1OCC	3%
55	COc1ccc(CNC(=O)CSc2nc3c(oc4ccccc43)c(=O)n2CC2CCCO2)cc1 (stereo unspecified)	-6%
56	Cc1occc1C(=O)N/N=C/c1c(O)ccc2ccccc12	-8%
57	CCCN(CC(=O)NC(=O)NCc1ccccc1)CC(=O)Nc1ccc(F)c(F)c1F	4%
58	COC(=O)c1ccccc1N(C)S(=O)(=O)c1cc2c3c(c1)CC(=O)N3CCC2	-8%
59	Cn1c(N)c(C(=O)COC(=O)/C=C/c2ccc(OC(F)F)cc2)c(=O)n(C)c1=O	6%
60	Cc1ccc(CNC(=O)CN2C(=O)CSc3c2c(C)nn3-c2ccccc2)cc1	5%

# New compounds follow
item	SMILES	aSyn yeast rescue
61	COc1cc(NC(=O)c2cccc(F)c2)ccc1NC(=O)c1cc2ccccc2o1	1%
62	Cc1cc(C)c2c(=O)n3c(nc2c1)C(C)NC(=O)c1cccnc1-3 (stereo unspecified)	7%
63	COc1ccc(-c2csc3ncnc(Nc4cccc(OC)c4)c23)cc1	8%
64	Cc1csc(SCC(=O)NC(=O)NC(C)(C)C)n1	1%
65	NC(=S)N/N=C/c1c(O)ccc2ccccc12	6%
66	CCOc1ccccc1NC(=O)CSc1nccn1Cc1ccc(F)cc1	3%
67	O=C(CCCOc1ccc(Cl)cc1Cl)NCCc1ccccn1	9%
68	COc1ccc(Cn2ccc3nc(C)c(C(=O)NCc4ccc(OC)cc4OC)cc3c2=O)cc1	-1%
69	Cc1ccc(NC(=O)c2ccc(S(=O)(=O)N3CCCC3)cc2)nc1	-2%
70	CCOC(=O)c1ccccc1NC(=O)CSc1nc(=O)[nH]c2c1CCC2	3%
71	Cc1ccccc1OCC(=O)NC1CCCCCCC1	5%
72	CCc1ccc(-n2nc(CO)c(C(=O)NCC(c3ccccc3)c3ccccc3)n2)cc1	-2%
73	COc1ccc(N2CCN(C(=O)c3ccc(NS(=O)(=O)c4cccs4)cc3)CC2)cc1	13%
74	NS(=O)(=O)c1ccc(NC(=O)COC(=O)CCc2ccc(S(=O)(=O)N3CCOCC3)cc2)cc1	-8%
75	Cc1cccc(NC(=O)CSCC(=O)Nc2ccc(S(=O)(=O)N3CCCC3)cc2)c1	6%
76	Cc1cc(NC(=O)c2cc(-c3cccs3)nc3ccccc23)no1	3%
77	COC(=O)c1cc2ccsc2n1Cc1cccc(F)c1	-49%[inhibitor]
78	Cc1ccc2c(C)c(C(=O)Nc3cccnc3)oc2c1C	14%
79	COC(=O)CCc1sc(Nc2ccc(OC)cc2)nc1-c1ccc(OC)cc1	-1%
80	COc1ccc(S(=O)(=O)N2CCC(C(=O)NCc3cccnc3)CC2)cc1OC	0%

# Next compounds
item	SMILES	aSyn yeast rescue
81	COc1ccccc1OCCC(=O)Nc1nc(C)cs1	2%
82	COc1ccc(N2CCN(C(=O)COC(=O)/C=C/c3ccc(C(F)(F)F)cc3)CC2)cc1	-4%
83	COc1ccc(N2CCN(CCCNC(=O)c3ccc4nc(N5CCCCC5)sc4c3)CC2)cc1	4%
84	Cc1ccc(-c2cn(-c3ccc(Cl)cc3)c(S(=O)(=O)CC(=O)Nc3ccccc3)n2)cc1	20%
85	Cc1nnc(N2CCCC(C(=O)Nc3ccccc3C(F)(F)F)C2)c2nn(-c3ccccc3)c(C)c12 (stereo unspecified)	2%
86	CCCCN(C(=O)c1c(CC)noc1C)c1c(N)n(CCC)c(=O)[nH]c1=O	3%
87	O=C(CN1N=C(c2ccccc2)CCC1=O)NCc1ccc(F)cc1Cl	2%
88	CCN(CC)S(=O)(=O)c1ccc2c(c1)N(CC(=O)Nc1ccc(F)cc1F)C(=O)C1CCCN21 (stereo unspecified)	0%
89	Cc1ccc2onc(CNC(=O)NCc3ccccc3)c2c1	0%
90	O=C(CCCCn1c(=O)c2ccccc2n(CC(=O)Nc2ccc(F)cc2F)c1=O)NCc1ccccc1Cl	-1%
91	CCCn1c(C)nc2c(c1=O)c1nc3ccccc3nc1n2-c1ccccc1	-3%
92	C/C(=N/NS(=O)(=O)c1ccc(C)cc1)c1c(O)c2ccccc2oc1=O	17%
93	Cc1nn(C)c2c1c(-c1ccccc1)cc(=O)n2Cc1ccc(Br)cc1F	12%
94	Cc1ccc(C)c(NC(=O)COC(=O)c2c(-c3ccccc3)noc2C)c1	-4%
95	COC(=O)c1cc2sc(C)cc2n1Cc1nc(-c2ccc(C)cc2)oc1C	3%
96	CC1C(=O)N(Cc2cn(CCC3OCCCO3)nn2)CCS(=O)(=O)N1Cc1ccc(-c2ccc(Cl)cc2)cc1 (stereo unspecified)	13%
97	CCOC(=O)C1CN(S(C)(=O)=O)c2cc(CC(=O)OC)ccc2O1 (stereo unspecified)	2%
98	Cc1ccc(C(=O)C[n+]2cccc3cc(C)ccc32)cc1	-3%
99	CC(C)c1ccc(NC(=O)C2CCN(c3nc(-c4ccc(C(C)C)cc4)no3)CC2)cc1	1%
100	COC(=O)c1ccccc1NC(=O)Cn1c(=O)n(CCCC(=O)NCc2ccccc2OC)c(=O)c2ccccc21	-5%

# Carrying on:
item	SMILES	aSyn yeast rescue
101	O=C(COC(=O)c1ccc[nH]c1=O)Nc1ccc2c(c1)OC(F)(F)O2	1%
102	Cc1cccc(-n2c(-c3ccccc3)c[nH]c2=S)c1C	-2%
103	S=c1[nH]nc(-c2cccnc2)n1-c1ccc2c(c1)OCCO2	-6%
104	Cc1nn(-c2cccc(C(=O)O)c2)c(C)c1[N+](=O)[O-]	-5%
105	COc1ccccc1N(CC(=O)N/N=C/c1ccc(C(=O)O)cc1)S(=O)(=O)c1ccc(C)cc1	-8%
106	Cc1ccc(CN(C)C(=O)CCNC(=O)c2ccc(Cl)cc2)o1	-7%
107	Cn1c(CNC(=O)c2ccco2)nnc1SCC(=O)Nc1ccccc1Cl	-7%
108	CC(=O)N1CCN(c2ccc(NC(=O)c3cccc(F)c3)cc2)CC1	6%
109	Cc1cccc(NC(=O)NCCN2C(=O)C3C4C=CC(C4)C3C2=O)c1 (stereo unspecified)	3%
110	Cc1cn([C@H]2C[C@H](O)[C@@H](CNC(=O)[C@H](N)C3CC3)O2)c(=O)[nH]c1=O	3%
111	COc1ccc2c(c1)CC(C(=O)NCCN1CCN(c3ccccc3F)CC1)CO2 (stereo unspecified)	7%
112	CCc1ccc(C(=O)Nc2cccc(-c3nc4cc(C(C)C)ccc4o3)c2)cc1	9%
113	CCCOc1ccc(CN(C(=O)c2cc(=O)c3ccc(C)cc3o2)C2CCS(=O)(=O)C2)cc1 (stereo unspecified)	8%
114	Cc1cccc2c(=O)cc(CSc3ccccc3NC(=O)c3cccc(Br)c3)[nH]c12	-6%
115	CCCCc1ccc(NC(=O)COC(=O)c2ccc3ncsc3c2)cc1	8%
116	O=C(O)CSCC(=O)Nc1ccccc1SCCS(=O)(=O)c1ccc(Cl)cc1	-5%
117	O=C(NCc1ccco1)c1cc(Cl)nc(Cl)c1	0%

# 7 entries from above, ordered by heavy-atom count, lowest first.
item	SMILES	aSyn yeast rescue
102	Cc1cccc(-n2c(-c3ccccc3)c[nH]c2=S)c1C	-2%
106	Cc1ccc(CN(C)C(=O)CCNC(=O)c2ccc(Cl)cc2)o1	-7%
110	Cc1cn([C@H]2C[C@H](O)[C@@H](CNC(=O)[C@H](N)C3CC3)O2)c(=O)[nH]c1=O	3%
115	CCCCc1ccc(NC(=O)COC(=O)c2ccc3ncsc3c2)cc1	8%
107	Cn1c(CNC(=O)c2ccco2)nnc1SCC(=O)Nc1ccccc1Cl	-7%
116	O=C(O)CSCC(=O)Nc1ccccc1SCCS(=O)(=O)c1ccc(Cl)cc1	-5%
112	CCc1ccc(C(=O)Nc2cccc(-c3nc4cc(C(C)C)ccc4o3)c2)cc1	9%
